PGK inhibitor: T. brucei PGK inhibition | P07378 | actives 0.043% (n = 380,000) | Potency, µM (highest dose often 57.5 µM), inactives show at the highest dose activity change, negative = inhibition, actives largely listed as inhibitors | AID 602233 | PGK/GAPDH coupled, Kinase-Glo luminescence, 60 min; note: % is set by controls: 0 for no effect and ±100 for the full control effect; nearly all actives have a fitted effect of over 60% in size
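Luminescent ATP detection (Kinase-Glo Plus) follows a 60-minute room-temperature incubation, with wells lacking PGK as controls. Buffer: 100 mM TEA (pH 7.6), 5 mM MgCl2, 0.01% Tween-20. Coupling enzyme GAPDH (100 nM final) supplies unstable 1,3-BPG in-well.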
RGS4 inhibitor: inhibitors of human regulator of G protein signaling 4; P49798; Transcreener GDP fluorescence polarization, RGS4-accelerated GTP hydrolysis; Potency, µM (highest dose often 114 µM), for inactives: at the top dose activity change, negative = inhibition, hits mostly inhibitors; actives 0.039% (n = 390,000); AID 504845; note: % is set by controls: 0 for no effect and ±100 for the full control effect; nearly all actives have a fitted effect of over 75% in size; some results filed as inactive show a strong effect at the top dose
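MLSMR compounds (23 nl, pin-transferred) preincubated 10 min at room temperature with a 500nM (2x) first reagent, then RGS4 at 900nM (2x) plus Transcreener GDP mix added; fluorescence polarization (620/688 nm) read before and after 90 min at 30 °C.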
Pin1 inhibitor: blocks the human prolyl isomerase Pin1; Q13526; Pin1 FP peptide displacement, HiFluor488, 10 min; Potency, µM (doses to about 115 µM), for inactives: at the top dose activity, negative = inhibition, usual class: inhibitors; actives 0.009% (n = 390,000); AID 504891; active = well fitted inhibition curve with a large enough effect in the polarisation, with a control signal flat, not every such curve was filed as active; inconclusive = small, poorly fitted or top-dose-only effect, or effect the other way, or a change in a side signal; inactive = no such curve, though single readings can be large or run the other way; the % refers to the polarisation; note: % is set by controls: 0 for no effect and ±100 for the full control effect
ERG Ets-DNA blk: inhibitors of human ERG Ets domain-DNA interaction; P11308; fluorescence polarization, His-ERG Ets domain / labelled DNA; Potency, µM (top dose mostly 76.9 µM), without a hit: at the top dose FP activity, negative = inhibition, most hits filed as inhibitors; actives 0.028% (n = 370,000); AID 624246; active = well fitted inhibition curve with a large enough effect in the polarisation, with a control signal flat; inconclusive = small, poorly fitted or top-dose-only effect, or effect the other way, or a change in a side signal; inactive = no such curve, though single readings can be large or run the other way; the % refers to the polarisation;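 note: polarization taken with two DNA probes labelled with fluorescein and Texas red; % of control where 0% means no effect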
Target sequence (P11308 whole entry, looked up, the tested form may be a part): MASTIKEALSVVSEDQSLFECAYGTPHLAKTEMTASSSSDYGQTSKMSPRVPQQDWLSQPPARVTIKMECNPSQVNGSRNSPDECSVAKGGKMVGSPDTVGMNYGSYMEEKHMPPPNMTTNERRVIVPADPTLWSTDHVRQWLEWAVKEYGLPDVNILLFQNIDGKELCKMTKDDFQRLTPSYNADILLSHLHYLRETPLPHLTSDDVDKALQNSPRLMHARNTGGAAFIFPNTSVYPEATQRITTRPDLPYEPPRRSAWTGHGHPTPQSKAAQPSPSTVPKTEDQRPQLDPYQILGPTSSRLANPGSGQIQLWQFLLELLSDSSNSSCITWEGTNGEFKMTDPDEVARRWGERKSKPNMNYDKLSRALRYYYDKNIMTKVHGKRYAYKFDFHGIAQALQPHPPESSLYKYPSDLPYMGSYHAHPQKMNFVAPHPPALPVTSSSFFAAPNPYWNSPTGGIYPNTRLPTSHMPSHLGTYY
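His-tagged ERG Ets domain (1 uM in the protein solution; 300mM KCl, 50mM Tris-HCl, 1mM EDTA, 1mM DTT, pH 7.5) received compound, then a probe mix of 5 nM fluorescein-DNA and 100nM Texas-615-DNA. Fluorescence polarization was read for both dyes.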
12-LOX inh: inhibitors of human 12S-lipoxygenase ALOX12 | P18054 | purified 12hLO, xylenol orange hydroperoxide absorbance | Potency, µM (highest dose often 108 µM), inactives show top-dose activity change, negative = inhibition, hits mostly inhibitors | actives 1.1% (n = 580,000) | AID 1671190; note: % is set by controls: 0 for no effect and ±100 for the full control effect
Target sequence (P18054 whole entry, looked up): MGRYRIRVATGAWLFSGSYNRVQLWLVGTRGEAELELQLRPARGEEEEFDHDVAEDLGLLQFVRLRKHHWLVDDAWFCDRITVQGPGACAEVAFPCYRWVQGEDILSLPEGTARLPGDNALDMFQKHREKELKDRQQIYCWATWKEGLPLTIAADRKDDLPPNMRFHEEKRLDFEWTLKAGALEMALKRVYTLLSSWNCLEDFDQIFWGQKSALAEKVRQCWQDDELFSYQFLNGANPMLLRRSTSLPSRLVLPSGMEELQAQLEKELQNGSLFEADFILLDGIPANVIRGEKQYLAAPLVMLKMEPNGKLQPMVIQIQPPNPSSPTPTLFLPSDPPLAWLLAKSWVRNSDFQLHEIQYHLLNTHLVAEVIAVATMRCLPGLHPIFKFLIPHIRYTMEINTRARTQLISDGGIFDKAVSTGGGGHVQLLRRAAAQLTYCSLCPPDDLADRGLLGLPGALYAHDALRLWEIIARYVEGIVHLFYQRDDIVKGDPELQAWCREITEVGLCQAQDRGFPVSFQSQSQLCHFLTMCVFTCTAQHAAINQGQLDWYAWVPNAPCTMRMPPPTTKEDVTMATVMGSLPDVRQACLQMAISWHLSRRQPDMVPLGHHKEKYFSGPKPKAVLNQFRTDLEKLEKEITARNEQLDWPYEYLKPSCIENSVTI
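Hydroperoxide product was detected by ferrous iron/xylenol orange as the 573 to 405 nm absorbance ratio. Arachidonic acid at 40 uM (final) was turned over for 30 min at room temperature by 150 nM human 12hLO, pH 7.0 Hepes buffer, after 15 min compound preincubation.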
HP1b binding inh: blocks HP1-beta chromodomain binding to methylated histone tails; P83916; AlphaScreen HP1-beta / biotin-H3K9me3 peptide binding; Potency, µM (titrated, usually from 114 µM), for inactives: at the top dose activity change, negative = inhibition, hits mostly inhibitors; actives 0.56% (n = 390,000); AID 540317; note: nearly all actives have a fitted effect of over 70% in size; inactives centre near 23
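Compound inhibition of the preformed complex between 50 nM HP1-beta and 50 nM biotinylated H3K9me3 peptide was read by AlphaScreen. Buffer was PBS pH 7.4 with 0.01% Tween-20. Incubations ran 30 min at room temperature, with 10 ug/mL donor/acceptor beads.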
TrxR1 inh: rat TrxR1 inhibition. O89049. Potency, µM (doses to about 114 µM), without a hit: at the top dose activity change, negative = inhibition, hits mostly inhibitors. recombinant rTrxR1, NADPH fluorescence consumption, selenite substrate. actives 1% (n = 390,000); note: % is set by controls: 0 for no effect and ±100 for the full control effect; nearly all actives have a fitted effect of over 65% in size
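Rat TrxR1 (90 nM in the dispensed reagent) was pre-reduced with 400 uM NADPH for 5 min at room temperature, then incubated with compound for 15 min. After 400 uM selenite was added, NADPH fluorescence (Ex 340/Em 450 nm) was followed for 8 min.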
GLS inhibitor: inhibitors of human glutaminase (GLS); O94925; Potency, µM (series often up to 45.5 µM), for inactives: at the highest dose activity change, negative = inhibition, usual class: inhibitors; actives 0.21% (n = 410,000); GLS enzymatic activity, qHTS titration; note: % is set by controls: 0 for no effect and ±100 for the full control effect
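hKGA; 45 mM KH2PO4 pH 8.2 + 0.02% Tween-20; cpd via pin tool; 1 mM Gln soln; GluOx/HRP/Amplex Red; RT 30 min; fluor. t0 & final.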
JMJD2A Tudor: blocks the human JMJD2A Tudor domain | Potency, µM (top dose mostly 114 µM), without a hit: at the highest dose activity change, negative = inhibition, hits mostly inhibitors | AID 504339 | actives 4.4% (n = 390,000) | AlphaScreen JMJD2A-Tudor / H3K4me3 peptide binding; note: % is set by controls: 0 for no effect and ±100 for the full control effect; nearly all actives have a fitted effect of over 50% in size
The depositor's hits bear a star; i = inactive; u = inconclusive; x = not tested or not shown; & = joins results of further samples; [ ] = dose if it differs, or a comment. Unless noted, calls come from the whole dose curve; as a rule, active = well fitted curve in the direction sought with a large enough effect; inconclusive = small, poorly fitted or top-dose-only effect, or another doubt; inactive = no such curve, though single readings can be large; an effect the other way counts as inactive or inconclusive. Potency is the fitted concentration of half-maximal effect. A portion of the library; rates above refer to the full screens.

SMILES	PGK inhibitor	RGS4 inhibitor	Pin1 inhibitor	ERG Ets-DNA blk	12-LOX inh	HP1b binding inh	TrxR1 inh	GLS inhibitor	JMJD2A Tudor
Cc1ccc(C(CC(=O)N2CCCC2)c2ccccc2)c(O)c1 (stereo unspecified)	-4.0%	-3.6%	-0.5%	-5.2%	-5.1%	32.1%	11.0%	-3.3%	12.1%
CC(=O)Nc1ccc(NC(=S)NC(=O)C2CC2)cc1	1.6%	21.8%	0.9%	0.8%	0.0%	8.3%	-23.4%[57.1 µM]	-0.3%	-13.6%
CN(CC(=O)NCCc1ccccc1)S(=O)(=O)c1ccc(Br)cc1	0.3%	13.8%	-0.6%	-16.5%	-5.4%	18.4%	-9.3%	x	10.5%
CS(=O)(=O)c1ccc(Cl)c(C(=O)OCC(=O)NC2CCCCCCC2)c1	-0.6%	-10.0%	-2.2%	-0.1%	-2.6%	29.4%	19.2%	-3.8%	-13.4%
CCN1CCN(C(=O)CCc2nnc(CCc3c[nH]c4ccccc34)o2)[C@@H](C)C1=O	4.3%	-4.4%	-10.1%	0.5%	-19.6%	31.2%	10.6%	6.3%	0.0%
COc1cc(NC(=O)C2CCN(S(=O)(=O)c3ccc(N4CCCC4=O)cc3)CC2)cc(OC)c1	-1.0%	-55.1%[56.9 µM]	13.3%	-2.7%	0.0%	13.3%	22.4%	0.3%	u
CC(NC(=O)c1cc(F)c(F)cc1Cl)c1ccncc1 (stereo unspecified)	0.7%	17.9%	-7.1%	1.2%	-1.1%	37.1%	13.4%	8.7%	-9.9%
CN(C(=O)c1cc(C(=O)N(C)c2ccccc2)cc([N+](=O)[O-])c1)c1ccccc1	-2.8%	6.3%	4.8%	-4.5%	-8.1%	17.8%	-15.2%	1.9%	-16.6%
CCCCCCCCNC(=O)c1cccnc1SCC(=O)Nc1ccccc1OC	-2.2%	-1.8%	-2.9%	10.3%	4.3%	22.0%	0.1%	-5.3%	-4.0%
O=C(O)/C(=C\c1ccccc1)c1ccccc1	-3.8%	10.2%	-3.6%	-10.6%	0.0%	-23.6%	10.2%	-5.5%	-7.9%

Looked up by structure from the entries so far, three records:
SMILES	PGK inhibitor	RGS4 inhibitor	Pin1 inhibitor	ERG Ets-DNA blk	12-LOX inh	HP1b binding inh	TrxR1 inh	GLS inhibitor	JMJD2A Tudor
CC(=O)Nc1ccc(NC(=S)NC(=O)C2CC2)cc1	1.6%	21.8%	0.9%	0.8%	0.0%	8.3%	-23.4%[57.1 µM]	-0.3%	-13.6%
CN(CC(=O)NCCc1ccccc1)S(=O)(=O)c1ccc(Br)cc1	0.3%	13.8%	-0.6%	-16.5%	-5.4%	18.4%	-9.3%	x	10.5%
CN(C(=O)c1cc(C(=O)N(C)c2ccccc2)cc([N+](=O)[O-])c1)c1ccccc1	-2.8%	6.3%	4.8%	-4.5%	-8.1%	17.8%	-15.2%	1.9%	-16.6%

Next structures:
SMILES	PGK inhibitor	RGS4 inhibitor	Pin1 inhibitor	ERG Ets-DNA blk	12-LOX inh	HP1b binding inh	TrxR1 inh	GLS inhibitor	JMJD2A Tudor
COCCCNC(=O)Cn1c(=O)n(-c2cccc(C)c2)c(=O)c2c3c(sc21)CN(C(C)=O)CC3	6.4%	26.4%	-0.2%	1.3%	-31.9%	15.1%	-0.2%	5.0%	-7.3%
COc1ccc(S(=O)(=O)c2ccccc2)cc1NC(=O)c1c(F)cccc1F	-2.4%	9.7%	4.2%	7.8%	0.0%	41.8%[activator]	34.3%[activator]	-3.3%	-8.7%
O=C(Cc1cccs1)N1CCCC(c2nc3c(nnn3Cc3ccc(F)cc3)c(=O)[nH]2)C1 (stereo unspecified)	i	9.9%	-3.6%	3.5%	-11.3%	29.1%	11.9%	3.0%	-6.0%
Cc1cc(-c2n[nH]c(=S)n2/N=C/c2ccc(C)s2)n[nH]1	1.7%	-35.9%	4.5%	-3.2%	u	0.5%	-16.6%	6.0%	7.94µM*
CCc1ccccc1NC(=O)c1cc(-c2ccco2)on1	6.8%	-23.2%	5.0%	-1.9%	-23.4%	13.6%	-13.9%	-5.2%	-4.1%
O=C(NC1CCCCC1)c1cccc(N2C(=O)CCC2=O)c1	-3.0%	-2.7%	0.9%	-6.6%	2.5%	6.2%	17.5%	-2.2%	-16.3%
CC(C(=O)OCC(=O)Nc1cccc(S(=O)(=O)N(C)C)c1)N1C(=O)c2ccccc2C1=O (stereo unspecified)	-7.0%	-0.6%	-0.4%	2.7%	-2.7%	31.8%	14.5%	u	-15.8%
CN(CC(=O)Nc1cccc(F)c1)CC(=O)N(C)CC(=O)Nc1ccccc1Br	-7.6%	-22.2%	-2.7%	x	3.5%	43.8%[activator]	1.4%	-1.6%	-7.6%
COc1cc(CCC(=O)NCc2ccc(S(N)(=O)=O)cc2)cc(OC)c1OC	-0.9%	2.6%	2.2%	-8.8%	0.0%	-4.7%	17.7%	-6.5%	-16.1%
Cc1ccccc1NC(=O)CSc1cn(CC(=O)N2CCCCCC2)c2ccccc12	i	-8.2%	-0.6%	3.2%	-22.0%	31.4%	18.7%	1.8%	0.7%
O=C(NCc1ccc2c(c1)OCO2)c1ccc(C2SCC(=O)N2Cc2ccco2)cc1 (stereo unspecified)	-0.9%	-48.6%	17.4%	-4.3%	-13.2%	11.5%	u	10.8%	u
COc1ccccc1N1CC(C(=O)Nc2cccc(C(=O)O)c2)CC1=O (stereo unspecified)	-1.0%	2.2%	0.7%	0.9%	111.3%[activator]	30.1%	-4.0%	-15.7%	-13.0%
O=C(CC(Nc1cccc(Cl)c1Cl)C(=O)OCC(=O)c1cccs1)c1ccccc1 (stereo unspecified)	i	-43.8%	20.6%	x	-14.7%	31.2%	u	3.3%	-9.0%
COc1ccc2c(-c3ccccc3)cc(SCC(N)=O)nc2c1	-1.8%	1.5%	u	-2.3%	8.4%	21.0%	22.8%	-0.7%	-20.3%
CCCn1c(SCC(=O)N2CCCc3ccccc32)nc2c1c(=O)n(C)c(=O)n2C	8.4%	-10.0%	-7.7%	-1.3%	-5.0%	24.0%	0.5%[57.1 µM]	0.5%	4.4%
Cc1oc(-c2cc(Cl)cc(Cl)c2)cc1C(=O)NCCc1ccccc1	1.9%	4.1%	6.1%	0.9%	-34.9%	u	9.3%	2.2%	16.9%
CCN1CCN(C(CNS(=O)(=O)c2ccccc2)c2cccnc2)CC1 (stereo unspecified)	-2.1%	-16.3%	4.5%	4.9%	158.4%[activator]	46.4%[activator]	2.5%	-13.2%	-7.4%
Cc1ccc(CC(NC(=O)c2ccccc2)C(=O)NC(CC(C)C)C(=O)O)cc1 (stereo unspecified)	i	-4.7%	-3.4%	-9.8%	-4.4%	43.0%	12.5%[57.1 µM]	u	5.2%
Cc1ccccc1C(=O)N1CCCC(N2CCN(Cc3ccc4c(c3)OCO4)CC2)C1 (stereo unspecified)	i	-11.3%	-5.2%	6.1%	u	29.6%	19.3%	4.2%	2.5%
COc1ccc(CC2(CO)COc3ccccc3C2=O)cc1 (stereo unspecified)	-2.9%	4.6%	1.3%	-11.9%	3.5%	14.3%	16.3%[57.1 µM]	-13.0%	-14.6%
CCc1c(C)sc(NC(=O)C2CC2)c1C(=O)OC(C)C	2.6%	-20.0%	3.4%	-4.3%	-8.5%	75.4%[activator]	-13.4%	4.9%	24.3%
CSc1n[nH]c(-c2sccc2OCc2ccc(C)cc2)n1	3.5%	24.1%	2.3%	-1.6%	4.8%	39.6%	-6.0%[57.1 µM]	2.5%	-8.1%
CCC1(C)Cc2c(sc3nnn(CC(=O)Nc4ccccc4)c(=O)c23)CO1 (stereo unspecified)	-6.2%	4.6%	2.4%	6.1%	-7.7%&-3.3%	-5.4%	4.6%	-3.3%	-28.8%
CN1CCN(c2ccc(NC(=O)c3cc(Cl)c4c(c3)OCCO4)cc2)CC1	i	6.5%	-1.5%	2.6%	-6.7%	-33.5%	6.0%	28.5%	u
O=C(NC(=S)N(CCO)Cc1ccccc1)c1ccc(F)cc1Cl	-7.3%	14.6%	-7.4%	-4.0%	222.4%[activator]	27.4%	12.3%	9.8%	-16.7%
CCCCCSc1nc2sc3c(c2c(=O)n1-c1ccccc1)CCN(C(C)=O)C3	3.6%	-7.8%	53.4%[activator]	5.8%	u	2.6%	-15.6%	-10.3%	-27.3%
COc1ccc(-c2csc(N(CCCN(C)C)C(=O)c3ccccc3F)n2)cc1	9.1%	-8.0%	u	-6.5%	-16.8%	-8.0%	22.5%	1.3%	u
S=C(NCCCCNC(=S)NCc1ccccc1)NCc1ccccc1	-1.9%	-22.6%	1.4%	-14.2%	u	-11.0%	-7.6%	13.9%	-1.4%
Cc1ccccc1-c1nc(CS(=O)(=O)CC(=O)N2CCN(c3ccccc3)CC2)c(C)o1	-0.5%	-17.1%	6.5%	-0.7%	3.7%	0.9%	21.5%	-0.8%	-27.9%
Cc1nn(C)c(C)c1S(=O)(=O)N(CC(=O)NCc1cccs1)c1ccc(C(C)C)cc1	-2.6%	19.5%	-7.4%	-10.1%	u	27.7%	19.6%	-3.5%	-16.3%
CCc1ccc(NC(=O)C(=O)NCCN2CCN(C(=O)c3ccco3)CC2)cc1	-1.8%	-45.4%	6.1%	2.5%	-1.7%	16.9%	-23.3%	4.8%	-25.9%
O=C(Nc1sc2c(c1C(=O)NCc1cccnc1)CCCC2)c1ccco1	-4.8%	-43.3%	17.6%	-1.5%	-1.5%	55.9%	130.8%[57.1 µM]	0.1%	-21.6%
CCCCc1ccc(NC(=S)N2CCCC(CO)C2)cc1 (stereo unspecified)	-5.0%	-19.9%	0.9%	5.9%	-26.6%	25.1%	-10.0%	13.7%	14.4%
